Screening results: PubChem BioAssay, The Scripps Research Institute Molecular Screening Center
TEAD-YAP inh: TEAD-YAP interaction inhibition; HEK-TIYL cells, TEAD-Gal4/YAP UAS-luciferase luminescence; inhibition, % at 9.12 µM; actives 1.4% (n = 640,000); AID 1259422; in the data active = inhibition above about 32%;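 note: 0% = median of test compound wells and 100% = reference inhibitor wells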
GPR151 activ: activates the human receptor GPR151; Q8TDV0; PathHunter beta-arrestin GPR151 cells, luminescence; activation, % at 11.2 µM; actives 1% (n = 650,000); in the data active = activation above about 4.9%;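 note: 0% = median of compound wells and 100% = cells with positive control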
Target sequence (Q8TDV0 whole entry, looked up): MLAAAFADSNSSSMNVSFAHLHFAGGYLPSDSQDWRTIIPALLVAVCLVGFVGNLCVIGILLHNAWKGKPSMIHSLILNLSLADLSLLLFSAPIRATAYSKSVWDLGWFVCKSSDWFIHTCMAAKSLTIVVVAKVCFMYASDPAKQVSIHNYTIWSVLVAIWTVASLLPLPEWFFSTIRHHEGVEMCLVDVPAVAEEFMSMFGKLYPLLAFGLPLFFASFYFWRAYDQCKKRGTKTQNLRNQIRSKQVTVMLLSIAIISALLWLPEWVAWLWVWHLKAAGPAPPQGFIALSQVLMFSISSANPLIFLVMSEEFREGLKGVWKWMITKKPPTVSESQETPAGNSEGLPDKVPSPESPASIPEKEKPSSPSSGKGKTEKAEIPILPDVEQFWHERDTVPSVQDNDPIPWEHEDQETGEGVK
MITF inh: human MITF inhibition, primary screen | O75030 | AlphaScreen MITF homodimerization, bead proximity signal | inhibition, % at 2.6 µM | actives 0.91% (n = 650,000) | AID 1259374; in the data active = inhibition above about 50%;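 note: 0% = vehicle wells with protein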
Target sequence (O75030 whole entry, looked up): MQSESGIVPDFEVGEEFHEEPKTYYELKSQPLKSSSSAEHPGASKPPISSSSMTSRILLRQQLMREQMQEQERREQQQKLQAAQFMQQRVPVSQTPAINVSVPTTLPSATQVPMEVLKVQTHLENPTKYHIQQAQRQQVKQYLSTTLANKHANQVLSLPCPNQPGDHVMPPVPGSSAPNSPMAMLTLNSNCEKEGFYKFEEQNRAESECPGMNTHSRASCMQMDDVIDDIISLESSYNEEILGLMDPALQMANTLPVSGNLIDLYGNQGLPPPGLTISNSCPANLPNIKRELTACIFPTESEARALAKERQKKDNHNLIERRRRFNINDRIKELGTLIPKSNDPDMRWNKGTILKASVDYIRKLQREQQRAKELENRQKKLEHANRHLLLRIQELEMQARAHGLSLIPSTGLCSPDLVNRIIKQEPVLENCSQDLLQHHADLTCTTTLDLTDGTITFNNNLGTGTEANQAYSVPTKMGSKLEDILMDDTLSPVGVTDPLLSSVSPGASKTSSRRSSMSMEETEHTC
FBW7 act: human FBW7 E3 ligase activation, primary screen; normalized activity (activation), % at 26.1 µM; AlphaScreen FBW7–phospho-cyclin E peptide binding, activator screen; AID 1259310; actives 0.13% (n = 650,000); in the data active = normalized activity above about 1.9%;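 note: purified mutant Fbw7 with reduced substrate affinity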
Active calls of the source: *.

Screening O=c1/c(=C\c2ccccc2Cl)sc2nc3ccccc3n12 returned TEAD-YAP inh -24, GPR151 activ 4.5, MITF inh 16 and FBW7 act 0.1.
Screening COc1ccc(/C=C/C(=O)C2C(=O)CCC2=O)cc1OC returned TEAD-YAP inh -10, GPR151 activ 1.2, MITF inh 10 and FBW7 act 0.1.
`CC(C)CC(C(N)=O)N1C(=O)c2ccccc2C1=O` (configuration not stated) gave TEAD-YAP inh -6, GPR151 activ 0.4, MITF inh -1 and FBW7 act -0.1.
`O=C(NCc1nc(-c2ccccc2)cs1)c1ccc(CN2CCOCC2)[nH]c1=O` gave TEAD-YAP inh 3, GPR151 activ 0.2, MITF inh 6 and FBW7 act -0.1.
For Cc1ccc(/C=C(\C#N)C(=O)Nc2ccc(SC(F)F)cc2)o1 the results were TEAD-YAP inh -64, GPR151 activ -0.4, MITF inh 1 and FBW7 act -0.1.
CN(Cc1ccc2nccnc2c1)C(=O)CCC1(Cc2ccc3c(c2)OCO3)CCC(=O)N1 (configuration not stated) was read as TEAD-YAP inh 1, GPR151 activ 1.4, MITF inh 8 and FBW7 act 0.2.
N=c1c2c3c(sc2ncn1CCO)CCCC3 was read as TEAD-YAP inh -7, GPR151 activ -1.2, MITF inh 8 and FBW7 act 0.0.
Cc1sc(NC(=O)CSc2nc(O)cc(=O)[nH]2)nc1-c1ccccc1 was read as TEAD-YAP inh 11, GPR151 activ -0.1, MITF inh -8 and FBW7 act 0.0.
For COc1ccc(C2OC(=O)CC2C(=O)Nc2cccc(F)c2)cc1 (configuration not stated) the results were TEAD-YAP inh -13, GPR151 activ -0.1, MITF inh 16 and FBW7 act 0.2.
Screening O=C(Nc1ccccc1N1CCCCC1)c1ccc2nccnc2c1 returned TEAD-YAP inh 7, GPR151 activ 4.6, MITF inh 14 and FBW7 act 0.0.
`CCOC(=O)c1c(NC(=O)c2cc3n(n2)C(C(F)(F)F)CC(c2ccc(Br)cc2)N3)sc(C(C)O)c1C` (configuration not stated) gave TEAD-YAP inh 8, GPR151 activ -0.3, MITF inh 14 and FBW7 act 0.1.
For CC(=O)Oc1cc2c(C(=O)O)c(C(C)(C)C)oc2cc1Br the results were TEAD-YAP inh -12, GPR151 activ 0.6, MITF inh 5 and FBW7 act 0.2.
O=C(Nc1ccc(F)cc1)c1c(O)c2cccc3c2n(c1=O)CCC3 was read as TEAD-YAP inh -12, GPR151 activ 0.9, MITF inh -3 and FBW7 act 0.1.
For O=C(NC1CC1)c1cccc(NCCN2CCOCC2)n1 the results were TEAD-YAP inh 6, GPR151 activ 1.7, MITF inh 7 and FBW7 act -0.1.
Screening Cc1cnc(NCCCN2CCCC2=O)nc1NC1CC1 returned TEAD-YAP inh 3, GPR151 activ -2.1, MITF inh 10 and FBW7 act -0.1.

Reprinted from the part before: two entries, then new ones.
For O=C(NC1CC1)c1cccc(NCCN2CCOCC2)n1 the results were TEAD-YAP inh 6, GPR151 activ 1.7, MITF inh 7 and FBW7 act -0.1.
Screening Cc1cnc(NCCCN2CCCC2=O)nc1NC1CC1 returned TEAD-YAP inh 3, GPR151 activ -2.1, MITF inh 10 and FBW7 act -0.1.
For N#C/C(=C\c1ccc([N+](=O)[O-])cc1)c1nc2ccccc2[nH]1 the results were TEAD-YAP inh 17, GPR151 activ 0.6, MITF inh -19 and FBW7 act -0.1.
O=C(Nc1ccc(F)cc1Cl)c1cnc2n(c1=O)CCS2 was read as TEAD-YAP inh -10, GPR151 activ -1.4, MITF inh -3 and FBW7 act 0.0.
`COc1ccccc1-c1cc(C(F)(F)F)n2ncc(C(=O)NCc3ccco3)c2n1` gave TEAD-YAP inh 4, GPR151 activ 1.6, MITF inh 0 and FBW7 act -0.1.
`O=S(=O)(/C=C/c1ccccc1)NCc1ccccc1` gave TEAD-YAP inh 6, GPR151 activ 0.9, MITF inh 14 and FBW7 act 0.1.
For CN1CCC(N(C)C(=O)c2cc3ccccc3oc2=O)CC1 the results were TEAD-YAP inh -7, GPR151 activ -1.0, MITF inh 1 and FBW7 act 0.0.
For COC(=O)C1=C(C)NC2=C(C(=O)CC(C)(C)C2)C1c1ccc(-c2ccccc2)cc1 (configuration not stated) the results were TEAD-YAP inh 4, GPR151 activ -1.5, MITF inh -3 and FBW7 act 0.0.
For CN(C)S(=O)(=O)c1ccc(C(=O)N=c2sc3cc(F)ccc3n2C)cc1 the results were TEAD-YAP inh -1, GPR151 activ 0.8, MITF inh -14 and FBW7 act -0.1.
COc1ccc(N2C(=O)CC(NC3CC3)C2=O)cc1 (configuration not stated) was read as TEAD-YAP inh 3, GPR151 activ 0.4, MITF inh 5 and FBW7 act 0.1.
`CCOC(=O)c1sc2nc(CCl)[nH]c(=O)c2c1C` gave TEAD-YAP inh 10, GPR151 activ -0.6, MITF inh 5 and FBW7 act 0.1.
`CCCCC(O)(CCCC)C(=O)NNc1ccc(Br)cc1` gave TEAD-YAP inh 2, GPR151 activ 0.4, MITF inh 0 and FBW7 act 0.0.
Screening CCN(CC)C(=O)C1CCCN(c2nc(NCc3cccnc3)nc(N(CC)CC)n2)C1 (configuration not stated) returned TEAD-YAP inh -1, GPR151 activ 3.4, MITF inh 13 and FBW7 act 0.3.
`CCN(CC)C(=O)CSc1nnc(NC(C)=O)s1` gave TEAD-YAP inh 2, GPR151 activ 0.4, MITF inh 13 and FBW7 act 0.4.
`COc1cccc(-c2cnc(-c3ccncc3)nc2C2CCN(Cc3ccc(C)o3)CC2)c1` gave TEAD-YAP inh -8, GPR151 activ 0.4, MITF inh 3 and FBW7 act 0.5.
Screening COc1ccc(OC)c(/C=C/C(=O)NCCc2nc3ccccc3[nH]2)c1 returned TEAD-YAP inh -6, GPR151 activ -0.9, MITF inh 0 and FBW7 act 0.0.
For N#Cc1c(-c2ccc(O)cc2)c2c([nH]c1=S)CCC2 the results were TEAD-YAP inh -7, GPR151 activ 1.1, MITF inh 5 and FBW7 act 0.1.

Eight structures from above, arranged by number of heavy atoms, ascending.
`CCOC(=O)c1sc2nc(CCl)[nH]c(=O)c2c1C` gave TEAD-YAP inh 10, GPR151 activ -0.6, MITF inh 5 and FBW7 act 0.1.
For N#Cc1c(-c2ccc(O)cc2)c2c([nH]c1=S)CCC2 the results were TEAD-YAP inh -7, GPR151 activ 1.1, MITF inh 5 and FBW7 act 0.1.
`CCCCC(O)(CCCC)C(=O)NNc1ccc(Br)cc1` gave TEAD-YAP inh 2, GPR151 activ 0.4, MITF inh 0 and FBW7 act 0.0.
For CN1CCC(N(C)C(=O)c2cc3ccccc3oc2=O)CC1 the results were TEAD-YAP inh -7, GPR151 activ -1.0, MITF inh 1 and FBW7 act 0.0.
Screening COc1ccc(OC)c(/C=C/C(=O)NCCc2nc3ccccc3[nH]2)c1 returned TEAD-YAP inh -6, GPR151 activ -0.9, MITF inh 0 and FBW7 act 0.0.
For COC(=O)C1=C(C)NC2=C(C(=O)CC(C)(C)C2)C1c1ccc(-c2ccccc2)cc1 (configuration not stated) the results were TEAD-YAP inh 4, GPR151 activ -1.5, MITF inh -3 and FBW7 act 0.0.
Screening CCN(CC)C(=O)C1CCCN(c2nc(NCc3cccnc3)nc(N(CC)CC)n2)C1 (configuration not stated) returned TEAD-YAP inh -1, GPR151 activ 3.4, MITF inh 13 and FBW7 act 0.3.
`COc1cccc(-c2cnc(-c3ccncc3)nc2C2CCN(Cc3ccc(C)o3)CC2)c1` gave TEAD-YAP inh -8, GPR151 activ 0.4, MITF inh 3 and FBW7 act 0.5.

Next entries follow.
For Clc1ccc(C2CC(c3cccs3)=Nc3ccccc3S2)cc1 (configuration not stated) the results were TEAD-YAP inh 7, GPR151 activ -1.0, MITF inh 2 and FBW7 act -0.4.
Screening Nc1c(C(=O)Nc2ccc(C(=O)O)cc2)sc2nc3c(cc12)CCCC3 returned TEAD-YAP inh -50, GPR151 activ 0.4, MITF inh -8 and FBW7 act 0.0.
Screening COc1ccc(C2CC(c3ccccc3)=NN2c2ccccc2)c(C(=O)O)c1OC (configuration not stated) returned TEAD-YAP inh 12, GPR151 activ -0.5, MITF inh 9 and FBW7 act 0.1.
`COc1cc2nc(-c3ccc(C(=O)N4CCN(C)CC4)cc3)nc(Nc3ccc(NC(C)=O)cc3)c2cc1OC` gave TEAD-YAP inh 9, GPR151 activ -2.3, MITF inh 21 and FBW7 act 0.4.
Screening c1ccc(CSc2nnnn2-c2ccccc2)cc1 returned TEAD-YAP inh -1, GPR151 activ 3.1, MITF inh 3 and FBW7 act 0.0.
Screening COc1ccc(-n2c(/C=C/c3cccc4ccccc34)nc3ccccc3c2=O)cc1 returned TEAD-YAP inh -6, GPR151 activ 0.1, MITF inh -11 and FBW7 act 0.0.
CCOc1ccc2nc(C)cc(Nc3ccc(OCc4ccccc4Cl)cc3)c2c1 was read as TEAD-YAP inh 8, GPR151 activ 0.4, MITF inh 7 and FBW7 act -0.2.
`O=C(Nc1ccc(Oc2ccc3c(c2)C(=O)N(c2ccc4c(c2)OCO4)C3=O)cc1)c1oc(=O)c2ccccc2c1-c1ccccc1` gave TEAD-YAP inh 0, GPR151 activ 0.4, MITF inh -5 and FBW7 act 0.1.
For O=C(O)c1ccc(Cn2c(=S)[nH]c3cc(Cl)ccc3c2=O)cc1 the results were TEAD-YAP inh 1, GPR151 activ -0.2, MITF inh 7 and FBW7 act 0.2.
`Cc1cccc(C)c1NC(=O)CCN1C(=O)C2C3CCC(C3)C2C1=O` (configuration not stated) gave TEAD-YAP inh -7, GPR151 activ -0.6, MITF inh -14 and FBW7 act 0.1.
`Cc1cc(C)c(OCCOCCN2CCN(C)CC2)c(Cl)c1` gave TEAD-YAP inh -3, GPR151 activ 1.5, MITF inh 67* and FBW7 act -0.1.
`COc1ccccc1C1C(C#N)=C(N)Oc2n[nH]c(-c3ccc4ccccc4c3)c21` (configuration not stated) gave TEAD-YAP inh -2, GPR151 activ -0.2, MITF inh -39 and FBW7 act -0.6.
CC(C)CC(NS(=O)(=O)c1ccc2c(c1)oc(=O)n2C)C(=O)N1CCCC(C)C1 (configuration not stated) was read as TEAD-YAP inh 1, GPR151 activ -0.2, MITF inh 15 and FBW7 act 0.0.
Screening COc1cc(/C(C)=N/Nc2ccccc2C(=O)O)cc(OC)c1OC returned TEAD-YAP inh -40, GPR151 activ 0.7, MITF inh 6 and FBW7 act 0.6.
Screening CCC1C(=O)NCCN1C(=O)c1cc(Cc2cccc(OC)c2)no1 (configuration not stated) returned TEAD-YAP inh -61, GPR151 activ -0.1, MITF inh 28 and FBW7 act 0.2.
For Cc1cccc(N(C(=O)Cc2cccs2)C(C(=O)NCc2ccco2)c2ccncc2)c1 (configuration not stated) the results were TEAD-YAP inh -11, GPR151 activ -1.0, MITF inh 6 and FBW7 act 0.7.
CCSc1ccc(C(=O)Nc2ccc(S(=O)(=O)N3CCCCC3C)cc2)cc1[N+](=O)[O-] (configuration not stated) was read as TEAD-YAP inh 4, GPR151 activ 0.3, MITF inh -5 and FBW7 act -0.1.
For C=CCC1(CC=C)CCCN1C(=O)CC1C(=O)NCCN1Cc1ccccc1F (configuration not stated) the results were TEAD-YAP inh 2, GPR151 activ 2.2, MITF inh 13 and FBW7 act 0.1.
`CCN1C(=O)/C(=C/c2ccc(O)c([N+](=O)[O-])c2)N(C)C1=S` gave TEAD-YAP inh -1, GPR151 activ -2.3, MITF inh 15 and FBW7 act 0.0.
For CCOCc1nnc(NC(=O)COc2ccc(Cl)cc2)s1 the results were TEAD-YAP inh -5, GPR151 activ -0.9, MITF inh 19 and FBW7 act 0.5.
CCOc1ccccc1-n1c(SCC(=O)N(C)C)nnc1-c1ccncc1 was read as TEAD-YAP inh 10, GPR151 activ -0.4, MITF inh -17 and FBW7 act 0.0.
`CN1c2ccccc2C(C)(C)C12C=Nc1c(cc(N3CCc4ccccc43)c3ccccc13)O2` (configuration not stated) gave TEAD-YAP inh -7, GPR151 activ 0.9, MITF inh 1 and FBW7 act -0.1.
CCCc1cc(Nc2ccc(N(C)C)cc2)n2c(nc3ccccc32)c1C#N was read as TEAD-YAP inh 8, GPR151 activ -0.9, MITF inh 21 and FBW7 act 0.6.
For COc1ccc(C2NC(=O)NC(C)=C2C(=O)Nc2cccc(C)c2C)c(OC)c1 (configuration not stated) the results were TEAD-YAP inh 3, GPR151 activ -0.6, MITF inh 2 and FBW7 act 0.1.
O=C1N[C@@H](CO)C(=O)N2C[C@@H](NCc3ccsc3)C[C@@H]12 was read as TEAD-YAP inh 4, GPR151 activ 2.2, MITF inh -10 and FBW7 act 0.0.
COc1ccc(N2CCN(C(C)c3nnnn3C(C)(C)C)CC2)cc1 (configuration not stated) was read as TEAD-YAP inh -1, GPR151 activ -0.5, MITF inh -9 and FBW7 act -0.1.
`CC1(C)Cc2ccccc2/C(=C/C(=O)Nc2ccccc2)N1` gave TEAD-YAP inh -16, GPR151 activ 2.4, MITF inh 16 and FBW7 act -0.2.
`c1cnc2ccc(Nc3nc(NCCN4CCOCC4)c4[nH]cnc4n3)cc2c1` gave TEAD-YAP inh 4, GPR151 activ -0.8, MITF inh 9 and FBW7 act -0.1.
Screening CC1(C)CC(=O)C/C(=N\NC(=O)c2ccccc2S(N)(=O)=O)C1 returned TEAD-YAP inh -1, GPR151 activ 1.6, MITF inh 14 and FBW7 act 0.3.
Screening Cc1cc(NC(=O)c2sc3ccccc3c2Cl)on1 returned TEAD-YAP inh -13, GPR151 activ 0.0, MITF inh -13 and FBW7 act 0.1.
CCOC(=O)C1=C(C)Nc2ncnn2C1c1ccc(I)cc1 (configuration not stated) was read as TEAD-YAP inh 2, GPR151 activ -0.4, MITF inh 18 and FBW7 act 0.1.
`O=C(Nc1ccc2c(c1)OCCO2)c1nn(-c2ccc(Cl)cc2)c(=O)c2ccccc12` gave TEAD-YAP inh 2, GPR151 activ 0.5, MITF inh 7 and FBW7 act 0.2.
